# hcGAS lum – human cGAS inhibition | Q8N884 | recombinant h-cGAS, ATP depletion, Kinase-Glo luminescence | inhibition, % at 12.5 µM | 290,000 tested, 0.081% active;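 further: 0% = vehicle reaction and 100% = reaction without DNA for no activity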
# Target sequence (Q8N884 whole entry, looked up): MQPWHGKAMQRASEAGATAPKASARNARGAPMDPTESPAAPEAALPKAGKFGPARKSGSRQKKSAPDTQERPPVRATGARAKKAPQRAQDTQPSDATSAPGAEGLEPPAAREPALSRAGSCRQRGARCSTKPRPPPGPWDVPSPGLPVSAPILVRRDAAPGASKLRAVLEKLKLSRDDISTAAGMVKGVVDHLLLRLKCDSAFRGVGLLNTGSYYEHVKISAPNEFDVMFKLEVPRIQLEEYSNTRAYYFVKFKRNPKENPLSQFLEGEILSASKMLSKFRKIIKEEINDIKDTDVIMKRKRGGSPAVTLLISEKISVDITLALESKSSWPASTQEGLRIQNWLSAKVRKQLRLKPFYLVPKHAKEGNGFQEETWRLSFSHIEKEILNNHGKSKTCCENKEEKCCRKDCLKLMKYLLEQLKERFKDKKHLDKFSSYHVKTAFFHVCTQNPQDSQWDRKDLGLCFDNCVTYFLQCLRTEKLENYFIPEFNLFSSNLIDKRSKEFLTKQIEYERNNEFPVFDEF
# mcGAS inh – mouse cGAS inhibition by luminescence; Q8C6L5; recombinant cGAS, Kinase-Glo ATP depletion luminescence; inhibition, % at 12.5 µM; 160,000 tested, 0.15% active;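 further: 0% = negative control wells and 100% = reference inhibitor with no enzyme activity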
# NPYLR7 agonist – mosquito NPYLR7 agonism. HEK293T NPYLR7/Galpha15, GCaMP6s calcium fluorescence. activation, % at 10 µM. 270,000 tested, 0.15% active. AID 1259423; in the data active means activation above about 40%;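 further: 0% = vehicle and 100% = reference agonist at the receptor; some compounds past the cut are filed as inactive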
# * hit, by the source's call; . = no result given; & = joins results of further samples. Unless noted, no stated cut-off is given here; in the data, active means inhibition above about 40%; inactive means the rest.
SMILES,hcGAS lum,mcGAS inh,NPYLR7 agonist
CCOC(=O)c1cnc(-c2ccc(OC)c(OC)c2)nc1NCc1ccc(C)o1,-5,-5,31
NS(=O)(=O)c1ccc(CNC(=O)c2ccc(OCc3nc(C4CC4)cs3)cc2)cc1,-5,.,2
COc1ccc(S(=O)(=O)N(Cc2nccn2Cc2ccccc2C(F)(F)F)CC2CCCO2)cc1 (configuration not stated),4,0,-1
O=C(NC1CCc2ccccc21)c1ccc(-c2cccc(Cl)c2)s1 (configuration not stated),-4,-5,6
CN(C)S(=O)(=O)NCC1CCCO1 (configuration not stated),3,-6,3
Brc1cc2c(cc1CSc1nncn1-c1ccccc1)OCO2,-8,-6,-1
COCCn1c(CN2CCN(c3ccc(F)cc3)CC2)nc2c1c(=O)n(C)c(=O)n2C,-4,.,4
CCOC(=O)c1nnc2n(c1=O)CCN2c1ccccc1,-15,.,-2
Cc1ccc(CNC(=O)C2(C)CCN2S(=O)(=O)c2ccccc2)cc1 (configuration not stated),-9,.,2
COC(=O)C(C)Sc1nc(=O)ccn1C(C)C (configuration not stated),5,.,10
CCCCOCC(=O)N1CCC2(CCOCC2)CC1,-4,-13,.
COc1cccc(NC(=O)O[C@@H]2CC[C@]3(C)C(CC[C@@H](O)[C@H]3CC(=O)N3CCC[C@H]3CO)[C@]2(C)CO)c1 (some centres not stated),-5,-5,-11
Cc1ccc(-n2nnc(C(=O)OCc3ccccc3)c2C)cc1C,-5,-9,4
Cc1nc2cc3c(cc2s1)OCO3,-9,-5,12
CCCOC(=O)N1CCC(c2n[nH]c(=O)n2CC)CC1,-7,-15,7
O=C(NC(c1cccs1)C1CCCC1)C1Cc2ccccc2O1 (configuration not stated),-5,.,6
COCCn1cc(C(=O)NCc2c(F)cccc2F)c2nn(-c3ccccc3)c(=O)c-2c1,-7,-7,4
Cc1cc(CNCc2cnn(-c3ccc(Cl)cc3)c2)no1,1,.,9
Cc1nc2c(c(N(C)C)n1)CCN(C(=O)[C@@H]1C[C@@H](O)CN1)C2,-1,-7,2
CC1(C(=O)OCCn2cccn2)CCN(C(=O)c2ccccc2)CC1,-1,.,0
O[C@@H]1CN(Cc2ccsc2)CC[C@H]1N1CCN(CCc2ccccc2)CC1,-9,.,3
COCCOCC(=O)N1CCN(CC(OCc2ccc(C#N)cc2)c2cccc(N3CCCC3)c2)CC1 (configuration not stated),-11,-7,3
CN(C)Cc1ccc(-c2nc3cccc4c3n2CCNC4=O)cc1,-7,-10,-3
N#Cc1ccc(C(=O)N2CCCN(c3nc4ccccc4nc3-c3ccccc3)CC2)cc1,-4,-6,3
Cn1c(O)c(N=NC(=O)COc2cccc(Cl)c2)c2ccccc21,1,.,-2
Cc1nc(SCC(=O)N2CCNC2=O)c(C(N)=O)c(C)c1C,3,.,0
CC(=O)Nc1ccc(NC(=O)CSc2nc(=O)n(N3CCN(C)CC3)c3c2CCCC3)cc1,3,3,-4
Cc1cccc(C)c1NC(=O)CNC(=O)c1cc(F)c(F)cc1Cl,-5,.,0
CCCS(=O)(=O)N1CCN(Cc2c(-c3ccc(F)cc3)nc3sccn23)CC1,-10,.,2
CCN(CC)c1onc(-c2ccccc2)c1CN(CCC(C)C)CC(O)CN1CCOCC1 (configuration not stated),-6,-4,13
Cc1ccc(C2CC(c3ccc(F)cc3)=NN2C(=O)CN2CCN(c3ccccc3F)CC2)cc1 (configuration not stated),0,1,-9
CCOC(=O)C1C(=O)C=C(c2cccs2)CC1c1cccc(OC)c1OC (configuration not stated),-8,-4,17
CC1CNC(=O)CCN1C(=O)CCCC(=O)c1ccccc1 (configuration not stated),0,-11,3
COc1ccc(CCNC(=O)Cn2nc(-c3ccco3)oc2=O)cc1OC,1,.,1
CC(C(=O)NC1CCCC1)N1CCC(O)(CN2CCCC2)CC1 (configuration not stated),-1,-6,-2
CCc1ccc(S(=O)(=O)N2CCCC(c3nnc(-c4ccccc4F)s3)C2)s1 (configuration not stated),-1,.,-9
CNC(=O)CN(C)C(=O)c1ccccc1C(=O)c1ccccc1,-4,.,-3
O=C(CNC(=O)c1ccccc1Br)N=Nc1c(O)[nH]c2ccc(Cl)cc12,-3,-5,-1
C=Cc1ccc(Cn2c(C)c(C(=O)NCc3cccc(C(F)(F)F)c3)sc2=O)cc1,5,.,-10
C[C@@H](NC(=O)[C@@]1(O)C[C@@H](O)[C@H](O)[C@@H](NC(=O)CC(C)(C)C)C1)C(N)=O,0,0,1
C1=C(c2ccccc2)C(c2ccccc2)C(c2ccccc2)O1 (configuration not stated),-1,.,8
CC1=NNc2nc3c(c(=O)n(Cc4c(F)cccc4Cl)c(=O)n3C)n2C1C (configuration not stated),-3,-7,-1
O=C(c1ccc(C(F)(F)F)c(F)c1)N1CCC(n2c(=O)[nH]c3ccccc32)CC1,0,.,-13
OCC1(Cc2ccccc2)CCN(Cc2ccccn2)CC1,-1,-3,10
CC(=O)N1CCC(C(=O)Nc2nccn2Cc2ccccc2)CC1,-1,.,-22
O=C(CSc1nccs1)Nc1ccc(-c2ccccc2)cc1,-5,.,11
C=CCSc1nc(C)c(C(=O)Nc2ccccc2)c(-c2ccc(OC)cc2)c1C#N,-5,.,-3
COc1cccc(Cc2nsc(Oc3ccc(C(=O)N4CCN(C/C=C/c5ccccc5)CC4)cc3OC)n2)c1,1,0,2
Cc1ccccc1CSc1nc2[nH]c(=O)cc(O)c2s1,-5,-7,4
COc1ccccc1CC(=O)N1CCOC(COc2ccc(F)cc2)C1 (configuration not stated),-6,-7,-4
O=C(NCc1ccccc1F)C1Cc2ccccc2N2CCOCC12 (configuration not stated),-1,-5,.
Cc1occc1C(=O)N(C)C(Cc1ccccc1)C1CCN(C(=O)c2cccc(F)c2F)CC1 (configuration not stated),-7,-13,2
CCCNCC(=O)N(Cc1cccn1C)CC(C)C,-5,-5,7
CCC(C)N(CC(=O)Nc1cccc(C)c1C)C(=O)CN1CCCCC1C (configuration not stated),13,.,-3
CC1=C(C(=O)OC(C)C)C(c2cccc(Cl)c2)C2=C(CCCC2=O)N1 (configuration not stated),-3,-5,-4
CC1CC1C(=O)N1CSCC1C(=O)N(C)Cc1ccco1 (configuration not stated),-2,.,3
O=C(c1ccccc1OC(F)(F)F)N1C[C@@H](CO)[C@@H]2Oc3ccc(Cl)cc3[C@@H]21,5,1,0
CCOC(=O)c1cc2c(=O)n3ccccc3nc2n(C)c1=NC(=O)c1ccco1,-3,.,6
Nc1ncc(Cl)cc1S(=O)(=O)Nc1cccc(C(=O)NC2CC2)c1,-8,-17,-8
CC(C)Cn1c(N)cc(=O)[nH]c1=O,-2,.,-5

# More entries.
SMILES,hcGAS lum,mcGAS inh,NPYLR7 agonist
CCN(CC)c1ccc2cc(-c3nnc(Nc4ccc(Oc5ccc(Cl)c6ccccc56)c(Cl)c4)s3)c(=O)oc2c1,-7,.,-6
c1ccc(-c2cnnc(NC3CCOC3)n2)cc1 (configuration not stated),-6,-4,-4
CC1(C)CC1(C(=O)N1CC(c2cccnc2)C1)c1ccccc1F (configuration not stated),-7,.,5
CCCCN1CCc2[nH]c(=S)[nH]c(=O)c2C1,-6,-7,-7
Cc1c(-c2ccccc2)oc2c(C(=O)NCc3ccnn3C)cccc2c1=O,-1,-19,-2
O=C(Nc1ccc(O)c(-c2nc3ccccc3o2)c1)c1cccc2ccccc12,-3,-4,-7
COc1ccc(-c2cc3c(=O)n(CC(=O)NCc4ccccc4Cl)ccn3n2)cc1,-8,-9,4
COc1ccc(N2CCN(CCCNCc3c(C)nn(C)c3C)CC2)cc1,-2,-5,8
Cc1nn(-c2ccc(C(=O)N(C)Cc3ccsc3)cc2)c(C)c1Cl,2,-5,6
Nc1cccc(-c2n[nH]c3c2CCCC3)c1,-13,.,-4
CCCCn1c(=N)n(CCO)c2ccccc21,-7,-6,2
O=C(NCC(=O)N(Cc1ccccn1)CC1CCCO1)c1ccccc1 (configuration not stated),-7,.,1
O=C(NCC1CCCN(C(=O)CCn2cnnn2)C1)c1ccc(-c2ccccc2)cc1 (configuration not stated),-4&-7,.,4&11
O=C(Nc1cnc(-c2ccccc2)nc1)C1CCCC1,-5,.,6
Cc1ccn2c(NC(=O)CC(C)CC(C)(C)C)c(-c3cccc(Cl)c3)nc2c1 (configuration not stated),1,-3,-14
O=C(CCCn1cnc2ccccc2c1=O)N1CC2C[C@@H]3CC1C[C@H](C2)C3,-1,.,-20
COc1ccccc1-c1nc(SCCN2CCCC2)c2c(=O)n(C)c(=O)n(C)c2n1,0,-5,-2
COc1ccc(N2CCN(c3cc(C(C)(C)C)nc(SCc4cccc(C(=O)NCC5CCCO5)c4)n3)CC2)cc1 (configuration not stated),0,2,-3
CNC(=O)c1noc(CN2CCCC3(CCC(=O)N(CC4CC4)C3)C2)n1 (configuration not stated),-9,-4,.
O=C(NCCc1csc2nc(-c3ccc(F)cc3)nn12)c1ccc2ccccc2c1,-6,-6,7

# Whole records, quoted from the list.
# Results for CCCCN1CCc2[nH]c(=S)[nH]c(=O)c2C1 = hcGAS lum: -6; mcGAS inh: -7; NPYLR7 agonist: -7
# Results for COc1ccccc1-c1nc(SCCN2CCCC2)c2c(=O)n(C)c(=O)n(C)c2n1 = hcGAS lum: 0; mcGAS inh: -5; NPYLR7 agonist: -2

# (list continues)
SMILES,hcGAS lum,mcGAS inh,NPYLR7 agonist
CCCN(Cc1c(C)noc1C)CC1CC1,-7,-6,.
CCC12CN3CC(CC)(CN(C1)C3C(C)(C)CO)C2=O (configuration not stated),-7,-3,.
COc1ccc(CN2CCN(CC3CC4C=CC3C4)CC2)c(OC)c1OC (configuration not stated),2,.,1
O=C(c1csc(CSc2nnc(-c3cccnc3)n2-c2cccc(Cl)c2)n1)N1CCC(Cc2ccccc2)CC1,-10,-3,-7
O=C(NNS(=O)(=O)c1cccc(Cl)c1)c1cc2c(s1)CCCCC2,5,.,1
Cc1cc(-c2nnc(NC(=O)C3CCN(S(C)(=O)=O)CC3)o2)n(C)n1,0,.,1
CC(=O)NCC1CCC2(CCN(c3nc(C)nc(C)c3C)CC2)O1 (configuration not stated),-16,-6,.
CCOc1ccc(C2C(=C(O)c3ccc(C)cc3)C(=O)C(=O)N2CCN(C)C)cc1 (configuration not stated),-7,-7,1
CCNc1ccc(C(=O)OCC)cc1NS(=O)(=O)c1ccc(F)cc1,-8,-17,12
Cc1nc(N2CCN(C)CC2)ncc1-c1cc(=O)[nH]c(Nc2cccc(C(F)(F)F)c2)n1,-1,.,-1
CCOC(=O)CCC(=O)Nc1cccc(C2SCC(=O)N2c2cccc(OC)c2)c1 (configuration not stated),-7,-5,26
COc1ccc(NC(=O)[C@@H](C)N2Cc3ccc(NCC(C)C)nc3C2=O)cc1,-10,.,5
Cc1ccc(CN(Cc2ccncc2)Cc2ccc(CO)o2)s1,-9,.,12
Nc1nc(SCC(=O)Nc2ccccc2F)[nH]c(=O)c1NC(=O)c1ccc(F)c(F)c1,-4,-5,0
CN(C)CCSc1ccc(NC(=O)C2CC2)nn1,-1,.,-2
C#CCn1c(=NC(=O)c2ccnn2C)sc2cc(S(C)(=O)=O)ccc21,-5,-6,.
Cc1ccc(S(=O)(=O)N2CCN(Cn3ncc4ccccc4c3=O)CC2)c(C)c1,1,-5,-2
CC(C)c1ccc(-n2c(Cn3cncn3)n[nH]c2=S)cc1,-1,.,-5
O=C(COc1ccc(C2SCCS2)cc1)Nc1ccccn1,-45,.,2
COC(=O)CC1=C(C(=O)OC)C(c2cccc([N+](=O)[O-])c2)C(C(=O)OC)=C(C)N1 (configuration not stated),-2,-6,0

# Entries from the list above that have bromine, in the order listed:
SMILES,hcGAS lum,mcGAS inh,NPYLR7 agonist
Brc1cc2c(cc1CSc1nncn1-c1ccccc1)OCO2,-8,-6,-1
O=C(CNC(=O)c1ccccc1Br)N=Nc1c(O)[nH]c2ccc(Cl)cc12,-3,-5,-1

# 3 compounds out of the list, ordered by SMILES length, highest first:
SMILES,hcGAS lum,mcGAS inh,NPYLR7 agonist
O=C(c1csc(CSc2nnc(-c3cccnc3)n2-c2cccc(Cl)c2)n1)N1CCC(Cc2ccccc2)CC1,-10,-3,-7
O=C(NNS(=O)(=O)c1cccc(Cl)c1)c1cc2c(s1)CCCCC2,5,.,1
CCNc1ccc(C(=O)OCC)cc1NS(=O)(=O)c1ccc(F)cc1,-8,-17,12

# Other entries.
SMILES,hcGAS lum,mcGAS inh,NPYLR7 agonist
CC(=O)c1cccc(C2=NOC(C)C(=O)N2Cc2c(C)noc2C)c1 (configuration not stated),-6,.,17
Cc1cccc(NC(=O)CSc2nnc(CCC(=O)O)c(=O)[nH]2)c1C,-3,.,13
Cc1ccc(NCc2ccc3[nH]c(-c4ccc(F)cc4)c(C)c3c2)nn1,-5,.,-2
COc1ccc(CCN(Cc2ccc(C)o2)C(=O)CN(CC2CCCO2)C(=O)Cc2ccccc2)cc1OC (configuration not stated),-7,-5,5
COc1cc(NC(=O)N2CCC(Cc3ccc(C(C)(C)C)cc3)CC2)cc(OC)c1OC,-1,0,1
CCOC(=O)c1ccc(OC2CC3CCC(C2)N3C(=O)c2ccc(CSc3nc4cccc(Cl)c4o3)cc2)cc1 (configuration not stated),-3,-7,17
CC1Oc2ccc(C#N)cc2N(Cc2cccc(F)c2)C1=O (configuration not stated),1,.,5
O=C1c2cccc([N+](=O)[O-])c2C(=O)N1CN1CCCCC1,-1,-5,-1
CC(NCc1nc(N)nc(N(C)C)n1)c1ccc(Cl)cc1Cl (configuration not stated),-10,-7,10
COc1cc(OC)cc(C2SCCN2C(=O)Nc2ccc(Cl)cc2Cl)c1 (configuration not stated),-5,-4,2
CC1(C)O[C@@H]2CC3C4C[C@H](F)C5=CC(=O)C=CC5(C)C4C(O)CC3(C)[C@]2(C(=O)CO)O1 (some centres not stated),-2,.,-10

# High-throughput results (PubChem BioAssay)
